ERK EGF block – blocks ERK signaling stimulated by EGF; HEK293-V1b, EGF-stimulated phospho-ERK AlphaScreen; Potency, µM (top dose mostly 11.5 µM), without a hit: at the highest dose activity change, negative = inhibition, most hits filed as inhibitors; actives 0.41% (n = 130,000); AID 1454; active means well fitted inhibition curve with a large enough effect; inconclusive means small, poorly fitted or top-dose-only effect, or effect the other way;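 further: plate controls were stimulated vehicle wells for no effect and unstimulated vehicle basal for full effect; nearly all actives have a fitted effect of over 55% in size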
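HEK293 cells stably expressing V1b receptor, serum-reduced (1% FBS) overnight, got compound for 30 min at 37C, then 25 nM EGF for 5 min. Lysate phospho-ERK read by AlphaScreen SureFire; AC50 from Hill fits.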
The depositor's hits bear a star; ? = inconclusive; [ ] = dose if it differs, or a comment. Potency means the concentration at half of the fitted maximal effect. Some of the compounds tested. The share of hits here may be higher or lower than overall.

molecule	ERK EGF block
Cc1ccc(NC(=O)CSc2nnc(Cn3c(=O)sc4ccccc43)n2C)cc1Cl	0%
O=C1C2C3c4ccccc4C(c4ccccc43)[C@@H]2C(=O)N1c1cccnc1 (stereo not given in full)	7%
O=[N+]([O-])c1ccc(-c2cn(-c3ccc(Cl)cc3)c(=S)[nH]2)cc1	0%
O=c1sc2ccccc2c(N2CCCCC2)c1[N+](=O)[O-]	-10%
O=C(O)c1cccc(NC(=O)c2cc(-c3cccc(Cl)c3)nc3ccccc23)c1	1%
COc1ccc(OCC#CCn2ccnc2)cc1	-7%
C=CCN1C(=O)/C(=C/c2cccs2)S/C1=N\S(=O)(=O)c1ccc(F)cc1	5%
COc1ccc(CCN(C)C(=O)CNC(=O)c2ccccc2F)cc1OC	5%
Cc1cc(C)nc(Sc2nc(Nc3ccccc3)nc(Sc3nc(C)cc(C)n3)n2)n1	-3%
CCN(CC)S(=O)(=O)c1ccc(NS(=O)(=O)c2cccs2)cc1	2%
O=C1c2ccccc2CC[C@H]1CNCCc1ccc(O)cc1	-3%
Cc1nn(C(C)C(=O)O)c(=O)c2c1sc1ccccc12 (stereo not given)	4%[57.5 µM]
CCOc1cc(NC(=S)NCc2ccco2)c(OCC)cc1NC(=O)c1ccco1	38%
CCOCCCn1c(SCc2nc3sc(C(=O)O)c(C)c3c(=O)[nH]2)nnc1-c1ccc(Cl)cc1	38%
O=C(NC(=S)N1CCN(C/C=C/c2ccccc2)CC1)c1ccc(F)cc1	1%[57.5 µM]
COc1ccc(C2CC(c3ccccc3)=NN2c2ccc(S(N)(=O)=O)cc2)cc1 (stereo not given)	-9%[57.5 µM]
COc1ccc2c(c1)CCc1c(C(=O)NCC(C)C)noc1-2	-1%
CNC(=S)NNC(=O)c1sc2cc(C(F)(F)F)cnc2c1-c1cccnc1	-1%
CC1(c2ccccc2Cl)NC(=O)N(CC(=O)Nc2ccc3c(c2)OCO3)C1=O (stereo not given)	-5%
CCCCC(=O)NS(=O)(=O)c1ccc(N=NN2CCCCC2)cc1	-1%
CCOC(=O)c1c(C)[nH]c2ccc3c(c12)CN1CCc2cc(OC)ccc2[C@@H]1O3	6%
O=C(Nc1ccc(C(F)(F)F)cc1)c1csc(-c2ccncc2)n1	?
CC(=O)c1c(C)[nH]c(C(=O)OCC(=O)c2c(N)n(C)c(=O)n(C)c2=O)c1C	6%
O=C(NN1C(=O)c2ccccc2NC1c1ccoc1)c1ccc([N+](=O)[O-])cc1 (stereo not given)	5%
CC(C)(C)C(=O)Nc1ccc(-c2nc3ccccc3c(=O)o2)cc1	1%
S=C(NCc1ccccn1)Nc1ccccc1Cl	4%
Cc1cc(Nc2ccccc2)nn1C(=O)c1ccc([N+](=O)[O-])cc1	-4%
COc1ccc(C(C#N)N2CCC(c3ccccc3)=N2)cc1OC (stereo not given)	0%
O=C1CC(N2CCOCC2)=NN1c1ccc([N+](=O)[O-])cc1	0%[57.5 µM]
CC(=O)Nc1ccc(S(=O)(=O)N2CCSC2c2ccco2)cc1 (stereo not given)	-18%[57.5 µM]
O=C(NC1CCSC1=O)C1CCCCC1 (stereo not given)	-4%
Cc1nc2oc3ccc(F)cc3c(=O)c2cc1C(=O)NC(C)(C)C	5%
O=C(NC(=S)Nc1cc(-c2nc3ccccc3[nH]2)ccc1Cl)c1ccc2c(c1)OCO2	1%
Cc1ccc(-c2csc3ncnc(Cl)c23)cc1	4%
CCOc1ccc(S(=O)(=O)N(C)c2ccc(OCC(=O)NC3=NCCS3)cc2)cc1	-4%
O=C(O)C1CCC(=O)N(C2CCCCC2)C1c1ccccc1 (stereo not given)	6%
O=C(CCN1C(=O)c2ccccc2C1=O)CN1CCOCC1	-2%
C/C(=N/NC(=O)c1ccc2nc[nH]c2c1)c1cccs1	-3%
Cc1cc(NC(=O)c2cc([N+](=O)[O-])cc([N+](=O)[O-])c2)no1	4%[57.5 µM]
C=CC1=C(C)C2=NC1=CC1=NC(=CC3=NC(=CC4=NC(=C2)C(C)=C4CCC(=O)O)C(CCC(=O)O)=C3C)C(C=C)=C1C.[Zn]	2%
COc1ccc(C2c3c(ccc4ccccc34)Oc3ncn4nc(-c5ccco5)nc4c32)cc1OC (stereo not given)	-5%
COc1ccc(C(N)=S)c(OC)c1	10%
CC(C)NC(=O)NNC(=O)c1nn(-c2ccc(F)cc2)ccc1=O	0%[57.5 µM]
CC(=O)/C(=N\Nc1ccccc1Cl)Sc1cccc2cccnc12	4%
CCN(CC)CCN1c2ccccc2Sc2ccc3ccccc3c21	5%[57.5 µM]
CCOC1=NS(=O)(=O)c2ccccc21	-8%
O=C(Nc1ccccc1)Nc1nnc(SCc2ccc(Cl)cc2)s1	3%
CN(C)Cc1c(-c2ccc(Cl)cc2)nc2ccc(Cl)cn12	4%
Oc1cc(O)c2c(c1)OC(c1ccc(O)c(O)c1)C(O)C2 (stereo not given)	?
Cc1ccccc1-c1cccc([C@@H]2C[C@H]3CN(Cc4cccnc4)C(=O)[C@]34CCCN24)c1	?

Exported with each value named: four of the compounds above
O=C(Nc1ccccc1)Nc1nnc(SCc2ccc(Cl)cc2)s1
  ERK EGF block: 3%

CN(C)Cc1c(-c2ccc(Cl)cc2)nc2ccc(Cl)cn12
  ERK EGF block: 4%

Oc1cc(O)c2c(c1)OC(c1ccc(O)c(O)c1)C(O)C2 (stereo not given)
  ERK EGF block: ?

Cc1ccccc1-c1cccc([C@@H]2C[C@H]3CN(Cc4cccnc4)C(=O)[C@]34CCCN24)c1
  ERK EGF block: ?

(more compounds)
molecule	ERK EGF block
COc1cccc(-c2nn(-c3ccccc3)cc2CN2CCCO2)c1	-1%
NC(=O)N(CCC(=O)O)c1ccccc1	-5%
N#Cc1nc(-c2ccc(F)cc2)oc1NCCCn1ccnc1	3%
Cc1nnn(C23CC4CC(CC(C(=O)NN)(C4)C2)C3)n1	-2%
Cc1nnc(SCC(=O)N2CCC(C(N)=O)CC2)s1	4%
COc1ccc(C(=O)N/N=C/c2ccc(OC)c(CN3CCN(c4ccc(F)cc4)CC3)c2)cc1	6%
CCc1ccc(/C=N/NC(=O)c2c[nH]c3ccccc23)s1	2%
CCOC(=O)C(=CNc1cc(Cl)c(-c2ccco2)c(Cl)c1)C(=O)OCC	-11%[57.5 µM]
CC(Oc1ccccc1)C(=O)N/N=C/c1ccccn1 (stereo not given)	-4%
CCCCn1c(N)c(N(Cc2ccccc2OC)C(=O)COc2ccccc2C#N)c(=O)[nH]c1=O	3%[57.5 µM]

Next compounds.
Molecule	ERK EGF block
CCC(CC)C(=O)Nc1ccc([N+](=O)[O-])cn1	-7%
COc1ccccc1-n1c(SCC(=O)N2CCCC2)nnc1-c1ccccc1	12%[57.5 µM]
CCOC(=O)N1CCN(C(=O)COc2cccc3c2CCN(CC)C3=O)CC1	-2%
CCc1ccccc1N1C(=O)c2ccccc2S1(=O)=O	3%
COCC(=O)NC1CCCCCC1	-9%[57.5 µM]
Cc1csc(SCC(=O)Nc2sccc2C(N)=O)n1	2%
CCOc1ccc(N/C(=N/c2nc(C)cc(C)n2)NC(C)=O)cc1	-4%[57.5 µM]
CC(=O)Nc1nc(C(F)(F)F)cs1	10%
CCC/C=C(\CCC)C(NC(=O)c1ccc(C(F)(F)F)cc1)c1ccc(C(F)(F)F)cc1 (stereo not given)	-3%
Cc1ccccc1-n1nc(SCC(=O)O)sc1=S	-1%
O=S(=O)(c1cccc(NC(=S)N2CCN(c3ccccc3)CC2)c1)C(F)F	-2%
CCN1C(=O)/C(=C/c2ccc(OC)c(OC)c2)N=C1SCC(=O)NCc1ccco1	7%
Fc1ccc(-n2nnc(-c3cccnc3)n2)cc1	-7%[57.5 µM]
O=C(c1ccc(C(F)(F)F)cc1)C1CCCN(C(=O)CCN2CCCO2)C1 (stereo not given)	-3%
COC(=O)C/C(N)=C(\C#N)C(=O)OC	-1%[57.5 µM]
Cn1c(SCC(=O)NNC(=O)Cc2ccccc2)nnc1-c1ccccc1	-4%
Cc1[nH]c(=O)[nH]c(=O)c1S(=O)(=O)N1CCC(C(=O)N2CCN(c3cccc(C(F)(F)F)c3)CC2)CC1	2%
Cc1ccc(CC2CC(=O)N(c3nc4ccccc4s3)C2=O)cc1 (stereo not given)	1%
N#C/C(C(=O)NCc1ccccc1)=C1/N=C(NC(=O)c2cccs2)c2ccccc21	-1%
N#Cc1cc(Br)ccc1N=C1CCCN1c1ccccc1	?
O=C(N/N=C/C=C/c1ccco1)c1cccs1	3%
COc1cc(N2C(=O)c3ccccc3C2=O)c(Cl)cc1C(=O)OCC(=O)N(C)C	-8%
O=Cc1cn(-c2ccccc2)nc1-c1ccc2c(c1)OCCO2	-5%
Cc1cc(O)c2/c(=N\N)c(-c3csc(C)n3)coc2c1	-15%[57.5 µM]
Cc1ccc(C)c(NC(=O)COC(=O)CCC(=O)c2cccs2)c1	8%
COc1cccc(-c2ccc(SCC(=O)c3ccccc3)nn2)c1	8%
CCOC(=O)Cc1csc(NC(=O)CCCC(=O)O)n1	1%[57.5 µM]
CCCCCCC(=O)N/N=C1\CCCc2ccccc21	3%
Cc1ccc(C)c(S(=O)(=O)N2CCN(c3ncccn3)CC2)c1	-6%
CC(C)[C@@H]1[C@H]2CC[C@H](C2)[C@H]1N	-3%
CCOc1ccc(C2C(C(=O)c3ccc(C)o3)=C(O)C(=O)N2CCCN(CC)CC)cc1 (stereo not given)	-12%[57.5 µM]
COc1ccc(N2CCN(C(=O)c3ccccc3Br)CC2)c([N+](=O)[O-])c1	27%
CCOc1ccccc1/C=C(\C#N)C(=O)Nc1cccc(C(=O)O)c1	2%[57.5 µM]
O=C(Nc1nnc(-c2ccccc2)o1)c1cc(Cl)sc1Cl	5%
Cc1ccc(S(=O)(=O)NNC(=O)CC#N)cc1	4%[57.5 µM]
COc1ccc(-c2[nH]ncc2CN(C)CCc2c(C)n[nH]c2C)c(F)c1	-11%
Nc1ccc2c(c1)CC(=O)c1ccccc1S2	19%
O=C(Nc1ccccn1)C(F)(F)C(F)(F)C(F)(F)C(F)(F)C(=O)Nc1ccccn1	10%
CCC(=O)N1CCc2cc(S(=O)(=O)CCC(=O)NC(C)CC)ccc21 (stereo not given)	-3%
Cc1cc(C)n(-c2ccc(C(=O)Nc3ccc(C)c(S(=O)(=O)N4CCOCC4)c3)cc2)n1	?
CC(C)c1ccc(C(=O)NNC(=O)C2CC=CCC2C(=O)O)cc1 (stereo not given)	9%
O=C(COc1ccc(Cl)cc1Cl)NN1C(=O)/C(=C\c2ccc(Cl)cc2)SC1=S	2%
Cn1/c(=N/NC(=O)c2cccc(OC(F)F)c2)sc2ccccc21	3%
O=C(Nc1cccnc1)c1cc(-c2cc(Cl)ccc2O)n[nH]1	1%[57.5 µM]
COc1ccc2nc(SCc3ccccc3)nc(C)c2c1	-12%
O=C(Nc1cccc(C(F)(F)F)c1)c1scc2c1OCCO2	-1%
NC(=O)CS(=O)(=O)c1ccc(Cl)cc1	0%
CCOC1OC2C(CO)OC(n3cnc4c(N)ncnc43)C2O1 (stereo not given)	5%
Cc1ccccc1Nc1nc(-c2cccnc2)nc2ccccc12	-4%[57.5 µM]
COc1ccc2nc(/N=C(\N)NC(=O)N3c4ccccc4Sc4ccccc43)nc(C)c2c1	-1%
CCOC(=O)c1ccc(NS(=O)(=O)c2ccc(Cl)nc2)cc1	-3%
CN(Cc1cnc2nc(N)nc(N)c2n1)c1ccc(C(=O)N[C@H](CCC(=O)O)C(=O)O)cc1	0%[25.7 µM]
C=C1C(=O)OC2C[C@@]3(C)CCCC(C)C3=CC12 (stereo not given in full)	25%
COc1ccc(CNC(=O)C(c2ccncc2)N(C(=O)Cc2cccs2)c2cccnc2)cc1 (stereo not given)	8%[57.5 µM]
CCn1c(=NC(=O)c2cccc(N3C(=O)CCC3=O)c2)sc2c(OC)ccc(OC)c21	-16%[57.5 µM]
CC(C)CNC(=O)C(=O)NN=C1CCCCCC1	6%
CN=C1SC(CC(=O)Nc2ccc(F)cc2F)C(=O)N1/N=C/c1ccc(OC(F)F)c(OC)c1 (stereo not given)	-4%
COCC(=O)N1CCC[C@@]2(CCN(Cc3ccc(C#N)cc3)C2)C1	-6%
COc1ccc(/C=N/n2c(C)nc3sc(C)c(C)c3c2=O)cc1OC	-5%
N/C(=N\OC(=O)COc1ccc(Br)cc1)c1cccnc1	6%

Going on with the list:
Molecule	ERK EGF block
CCOC(=O)C(=O)Nc1nnc(COc2ccccc2)s1	5%
CCO[C@H]1OC(C(=O)N2CCOCC2)=C[C@@H](c2ccc3c(c2)OCO3)[C@@H]1CCCO	-12%[57.5 µM]
COc1ccc(C2c3ccc(O)cc3Oc3ncn4nc(-c5cccnc5)nc4c32)cc1OC (stereo not given)	4%[57.5 µM]
COCCn1c(=NC(=O)c2ccco2)sc2cc(C(=O)OC)ccc21	-1%

3 compounds out of the list, ordered by length of the SMILES, high to low.
Molecule	ERK EGF block
C=CC1=C(C)C2=NC1=CC1=NC(=CC3=NC(=CC4=NC(=C2)C(C)=C4CCC(=O)O)C(CCC(=O)O)=C3C)C(C=C)=C1C.[Zn]	2%
CCOc1ccc(N/C(=N/c2nc(C)cc(C)n2)NC(C)=O)cc1	-4%[57.5 µM]
Cc1ccc(S(=O)(=O)NNC(=O)CC#N)cc1	4%[57.5 µM]

Taken from above.
In ERK EGF block, `CC(C)CNC(=O)C(=O)NN=C1CCCCCC1` has 6%
In ERK EGF block, `CCOc1ccc(N/C(=N/c2nc(C)cc(C)n2)NC(C)=O)cc1` has -4%[57.5 µM]
In ERK EGF block, `COC(=O)C/C(N)=C(\C#N)C(=O)OC` has -1%[57.5 µM]
In ERK EGF block, `Cc1cc(NC(=O)c2cc([N+](=O)[O-])cc([N+](=O)[O-])c2)no1` has 4%[57.5 µM]
In ERK EGF block, `Cc1csc(SCC(=O)Nc2sccc2C(N)=O)n1` has 2%

Source: PubChem (National Center for Advancing Translational Sciences (NCATS))
